Screens as filed in PubChem.
aDG glyco up: increases alpha dystroglycan glycosylation. Pro5-aDG cells, alpha-DG glycosylation AlphaScreen (IIH6); 0% Pro5, 100% B10-LARGE cell signal. activation, % at 10 µM. hit rate 0.22% among 360,000. AID 624168;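 active = activation of at least 8% versus controls, or a plate z-score of at least 8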;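 note: Pro5 are CHO cells carrying HIG-tagged alpha-DG that lacks glycosylation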
Vif inh: inhibitors of HIV Vif. HEK293T cells, Vif self-association by quenched fluorescence, imaging, 24 h. hit rate 0.35% among 340,000. AID 602346. inhibition, % at 7.49 µM; in the data active = inhibition above about 50%, passing the limit was not always enough; note: some results filed as inactive read as strong as hits
Granule exo inh: lytic granule exocytosis inhibition | AID 651702 | TALL-104 LAMP-1 surface exposure, flow cytometry; cells stimulated with thapsigargin and PMA | hit rate 0.66% among 360,000 | inhibition, % at 10 µM;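 active = inhibition above about 55%, limit read from the data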
TLR9-MyD88 block: blocks human TLR9 binding to MyD88 | Q9NR96+Q99836 | CHO BLA complementation TLR9-MyD88, CCF4 FRET ratio | inhibition, % at 4.98 µM | hit rate 0.21% among 340,000;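 active = inhibition above the mean over all tested compounds plus 3 SD, cut at about 21% in these data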;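 note: 0% = DMSO only wells and 100% = clavulanate BLA inhibitor control wells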
N-glyco inh: blocks N-linked glycosylation in D54 reporter cells. D54 ERlucT glycosylation luciferase reporter, 24 h; percent of 100 nM tunicamycin response. reporter increase, % at 12.5 µM. hit rate 0.23% among 360,000;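 active = mean luciferase reporter signal, scaled so untreated is 0 and the glycosylation-blocking control 100, at or above a set limit in every replicate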;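 note: luciferase carries N-glycosylation sites so blocking glycosylation raises the light; 0% = median of neutral control wells and 100% = median of 100 nM tunicamycin wells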
ABHD5 PLIN5 PPI: ABHD5-PLIN5 protein interaction inhibition. inhibition, % at 4 µM. Split G. princeps luciferase complementation, luminescence, 4 h. hit rate 0.78% among 360,000. AID 602281;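 active = inhibition above the mean inhibition across every tested compound plus 3 SD, cut at about 22% in these data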;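 note: 0% = DMSO only wells and the 100% control is not disclosed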
Target sequence (Q00G26 whole entry, looked up): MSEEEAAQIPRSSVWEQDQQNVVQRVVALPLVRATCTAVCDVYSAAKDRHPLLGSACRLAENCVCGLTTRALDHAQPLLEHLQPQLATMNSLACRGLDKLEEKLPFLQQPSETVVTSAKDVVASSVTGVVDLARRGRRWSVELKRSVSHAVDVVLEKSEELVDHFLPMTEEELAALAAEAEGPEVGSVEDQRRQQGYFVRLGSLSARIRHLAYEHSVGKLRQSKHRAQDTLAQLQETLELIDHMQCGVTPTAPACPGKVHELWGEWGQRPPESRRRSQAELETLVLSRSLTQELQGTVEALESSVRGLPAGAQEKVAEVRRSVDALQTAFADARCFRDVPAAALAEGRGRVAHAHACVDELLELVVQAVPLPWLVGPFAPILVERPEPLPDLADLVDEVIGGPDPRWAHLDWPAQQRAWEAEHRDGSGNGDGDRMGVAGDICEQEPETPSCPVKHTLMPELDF
Target sequence (Q8WTS1 whole entry, looked up): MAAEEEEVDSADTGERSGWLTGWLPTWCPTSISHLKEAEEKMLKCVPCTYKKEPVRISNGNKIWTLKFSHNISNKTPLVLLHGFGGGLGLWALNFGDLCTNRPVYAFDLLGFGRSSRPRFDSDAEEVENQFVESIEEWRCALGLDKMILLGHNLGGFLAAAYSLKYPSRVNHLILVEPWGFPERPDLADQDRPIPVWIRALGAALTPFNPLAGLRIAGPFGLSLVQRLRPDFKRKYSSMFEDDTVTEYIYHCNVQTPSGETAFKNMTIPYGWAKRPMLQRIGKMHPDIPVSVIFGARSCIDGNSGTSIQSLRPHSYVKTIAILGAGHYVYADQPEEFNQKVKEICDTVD
MC4R barr agon: activates human MC4R beta-arrestin recruitment | hit rate 0.98% among 360,000 | P32245 | activation, % at 8.9 µM | U2OS MC4R beta-arrestin complementation, luminescence; percent of melanotan II response, DMSO zero;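 active = activation above a per-plate cutoff, the mean activation of sample wells on that plate plus 3 SD, cut at about 8% in these data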
NOD2-RIPK2 inh: inhibitors of human NOD2-RIPK2 interaction; AID 624267; inhibition, % at 4.98 µM; CHO BLA complementation NOD2-RIPK2, CCF4 ratio; hit rate 0.38% among 360,000; in the data active = inhibition above about 21%;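 note: 0% = vehicle only and 100% = reference blocker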
ABCB6 inh 2: inhibitors of human ABC transporter ABCB6; Q9NP58; K562-ABCB6 porphyrin accumulation, flow cytometry, 1 h; active compounds read low; fluorescence ratio to DMSO, % at 10 µM; hit rate 0.19% among 360,000;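 active = fluorescence ratio to DMSO below 75%, the collection mean minus 3 SD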;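 note: signal is porphyrin accumulated inside mitochondria; 100% equals median channel fluorescence of DMSO control wells; lower ratio means ABCB6 inhibition with less porphyrin fluorescence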
MC4R antag cAMP: blocks human MC4R cAMP signaling; P32245; MC4R-expressing cells, MTII-stimulated cAMP, LANCE TR-FRET; inhibition, % at 6.5 µM; hit rate 0.48% among 360,000; AID 540295;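 active = inhibition above its plate's cutoff, the mean of tested wells on that plate plus 3 SD, cut at about 29% in these data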;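 note: 0% = Melanotan II alone and 100% = Melanotan II plus saturating MCL0020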
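Test system: U2OS cells stably expressing human melanocortin 4 receptor (MC4R); also added: Melanotan II challenge; compound: 6.5 µM single dose; timing: 30-min compound preincubation, 1-h Melanotan II challenge, 1-h detection, room temperature; signal: Eu-cAMP/anti-cAMP TR-FRET, emission 671 nm; repeats: one well per compound, no replicates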
Numbers without * were called inactive; . = not tested or not shown.

SMILES	aDG glyco up	Vif inh	Granule exo inh	TLR9-MyD88 block	N-glyco inh	ABHD5 PLIN5 PPI	MC4R barr agon	NOD2-RIPK2 inh	ABCB6 inh 2	MC4R antag cAMP
CN(CCOC(=O)/C=C/c1ccco1)Cc1ccccc1	-0.3	11	8	6	2	5	-2.0	8	100	17
COc1ccc2c(c1)c(=O)oc1c(C)c(OC(C)C(=O)NCC3CCC(C(=O)O)CC3)ccc12 (configuration not stated)	0.1	-6	3	-18	1	1	0.3	-2	100	12
O=C(Cc1cccs1)N1CCCC(c2nc3c(nnn3Cc3ccccc3Cl)c(=O)[nH]2)C1 (configuration not stated)	0.0	-10	-2	-7	5	5	-0.6	-8	98	2
O=C(Nc1ccc2c(c1)OCCO2)C1c2ccccc2OCC(=O)N1Cc1ccccc1 (configuration not stated)	0.0	.	11	.	.	-16	.	-1	100	.
c1ccc(Cn2cnc3ccccc32)cc1	0.0	-1	-1	5	-4	2	-1.4	1	97	7
Cc1ccc(/C=N/n2c(-c3ccncc3)n[nH]c2=S)s1	0.0	-4	3	-3	-1	0	-1.2	-3	90	3
CC1C(=O)CC(c2ccccc2)NC1c1ccccc1 (configuration not stated)	0.2	-4	4	3	4	-3	-1.8	-4	100	1
CC(=O)N1CCC[C@H]1C(=O)O	-0.1	1	-2	-8	1	-2	-1.4	-2	101	17
CCc1cccc(CC)c1NC(=O)CN1CCN(c2ccccc2)CC1	0.1	1	-1	9	-2	3	0.6	-3	99	1
CN(C(=O)c1ccncc1)c1ccccc1	0.1	-14	2	-2	0	-2	-0.5	-5	99	2
CC1=C(C(=O)N(C)C)CC(CC(=O)NCCc2ccccn2)C(=O)N1Cc1ccc(F)cc1 (configuration not stated)	0.2	1	-7	4	2	3	-0.9	-5	101	7
COc1ccccc1N1CCN(/N=C/C=C\c2ccccc2[N+](=O)[O-])CC1	-0.2	-2	1	-14	0	1	-0.1	-4	102	-7
CCOC(=O)C1(CCOc2ccccc2)CCN(Cc2ccc(F)c(OC)c2)CC1	-0.1	10	72*	0	-3	2	1.7	0	92	-1
Cc1cc(C)n(C2CCCCC2OC(=O)CCc2ccccc2)n1 (configuration not stated)	0.0	-6	1	5	-2	7	-1.1	-1	99	-1
COC(=O)c1ccc(NC(=O)c2ccccc2N(C)S(=O)(=O)c2ccccc2)cc1	0.3	-1	-2	1	-2	-6	-0.7	-3	109	6
OCCN(Cc1ccccc1)c1ncnc2sccc12	0.3	-7	-8	9	-6	-1	-0.7	7	92	-3
O=C(CSc1ccc(Br)c2cccc(Cl)c12)Nc1ccc(S(=O)(=O)Nc2nccs2)cc1	-0.4	14	-1	0	2	16	1.7	-10	106	18
N#CCCn1cc(C(=O)CN2C(=O)NC3(CCc4ccccc43)C2=O)c2ccccc21 (configuration not stated)	-0.1	-2	-1	-6	3	-5	-0.3	-7	93	13
CCOC(=O)C1CCN(CCCSc2ccc(Cl)cc2)CC1	-0.1	-4	-2	0	2	4	-0.8	2	100	-4
Cn1c(=O)c2c(ncn2CC(=O)OCC(=O)Nc2cc(Cl)ccc2C#N)n(C)c1=O	2.5	2	7	-1	-1	0	1.0	-8	94	-1
COc1ccc(NS(=O)(=O)c2cc(S(C)(=O)=O)ccc2C)cc1	-0.3	1	12	5	-1	6	-1.7	-9	96	3
CCCCOc1ccc(/C=N/NC(=O)C2CCCNC2=O)cc1 (configuration not stated)	0.0	-5	1	-8	0	-1	-0.4	-1	98	9
S=C(Nc1cc(Cl)cc(Cl)c1)NC1CCN(Cc2ccccc2)CC1	1.5	.	11	0	.	3	13*	10	91	5
CN(C(=O)c1ccc(OC2CCN(Cc3ccccn3)CC2)cc1)C1CCCCC1	0.3	7	-3	-6	-5	-11	-0.9	-21	100	12
S=C(NCCCn1ccnc1)Nc1ccc(Cl)cc1Cl	0.2	3	0	-4	0	3	-2.1	-2	100	-4
CN(CCCNC(=O)CSc1cc(=O)n(C)c2ccc(Cl)cc12)Cc1ccccc1	0.3	-6	2	7	5	3	-0.3	4	101	4
Cc1cc2nc(-c3nnnn3C3CCCCC3)c(=O)[nH]c2cc1C	-0.1	.	29	.	.	0	.	8	97	.
Cc1onc(-c2ccccc2)c1C(=O)c1c[nH]c(C(=O)NCc2ccncc2)c1	-0.1	-6	-2	-3	3	6	-2.2	-4	96	17
CC(C)CN(CC(C)C)S(=O)(=O)N1CCC(C(=O)NC2CCCCCCC2)CC1	0.2	-6	-3	9	-2	8	5.9	0	106	11
COc1ccc(OCC(O)CON2C(=O)c3ccccc3C2=O)cc1 (configuration not stated)	-0.2	1	0	-4	-1	-6	-2.4	-8	96	4
COc1ccc(/C=N/N2CCOCC2)cc1Cn1cc([N+](=O)[O-])cn1	-0.1	0	-11	1	2	-5	-1.9	-2	99	9
CC(=O)Cn1nnc(-c2ccc(C(F)(F)F)cc2)n1	0.1	8	1	-2	-1	1	-2.2	3	101	18
Cc1nc(SCCOc2ccc(F)cc2)c2ccccc2n1	0.0	-3	-2	4	4	5	4.5	-5	97	-4
Cc1ccc(C(=O)OC2CCCN(C)C2)cc1 (configuration not stated)	-0.2	3	1	-3	-4	-1	-1.8	-8	101	8
CN1CCN(S(=O)(=O)c2ccc3c(c2)NC(=O)C2CCCN32)CC1 (configuration not stated)	0.2	-6	2	-9	0	0	1.3	-11	98	3
COc1ccc(Cl)cc1C(=O)NNC(=O)CNC(=O)c1ccc(C)s1	0.3	24	2	5	3	-5	-2.5	-1	103	9
CCc1n[nH]c(=S)n1/N=C/c1c(C)nn(-c2ccccc2)c1Cl	-0.1	-5	0	-5	2	-1	-1.3	1	94	6
COC(=O)c1cc(CNC(=O)CCCSc2ccccc2)ccc1OC	0.1	18	-4	-1	2	-6	-0.5	7	95	9
Cc1c(NC(=O)C2CC(c3cccc(Br)c3)=NO2)c(=O)n(-c2ccccc2)n1C (configuration not stated)	-0.2	-7	-1	10	1	3	-1.3	-3	99	5
O=C(NNC(=O)c1ccc([N+](=O)[O-])cc1)c1ccncc1	0.0	5	0	-6	2	8	-0.2	-6	95	5
COc1cc2cc(CCOC(=O)c3ccc(F)cc3)oc(=O)c2cc1OC	1.0	.	1	4	-2	0	-0.5	-4	96	4
NC(=O)N=Nc1c(O)[nH]c2ccc([N+](=O)[O-])cc12	0.0	3	-3	-7	4	4	-0.4	-9	96	-8
COC(=O)[C@@]1(Sc2ccc(C)cc2)CC(=O)N[C@@H]1c1ccc(C(F)(F)F)cc1	0.1	.	1	.	.	0	.	6	98	.
Cc1nc(S(=O)(=O)Cc2ccccc2)nc2c1CCC2	0.3	.	4	-9	-1	1	0.4	-2	100	3
Cc1nc2ccccc2c2nc(NC(=O)C(F)(F)F)nn12	-0.4	-7	-2	-1	-1	-2	-2.7	5	97	9
Cc1cccc(NC(=S)NC(=O)c2ccco2)n1	0.1	-2	0	-1	1	-9	0.6	-3	96	1
CSCCC(NS(=O)(=O)c1ccc(Cl)cc1)C(=O)O (configuration not stated)	0.1	0	-5	-2	0	-1	-0.2	4	100	9
COc1cc(C)c(C(=O)Oc2cc(C)c(C(=O)O)c(O)c2C)c(O)c1C	0.0	-10	3	-5	-2	-3	1.3	-6	102	2
CC(NS(=O)(=O)c1ccc(N)cc1)C1CC2CCC1C2 (configuration not stated)	-0.1	6	-9	-5	-2	3	1.1	-7	95	11
O=C(NNS(=O)(=O)c1ccc(F)cc1)c1ccc([N+](=O)[O-])cc1Cl	-0.1	-2	5	-11	0	-1	0.1	8	96	1

More compounds follow.
SMILES	aDG glyco up	Vif inh	Granule exo inh	TLR9-MyD88 block	N-glyco inh	ABHD5 PLIN5 PPI	MC4R barr agon	NOD2-RIPK2 inh	ABCB6 inh 2	MC4R antag cAMP
O=C(O)COc1ccccc1/C=N/NC(=O)c1cc(-c2ccc(Cl)cc2)nc2ccccc12	-0.1	.	-5	4	-3	-5	-1.8	8	101	-1
CC(=O)N1CCC2(CC1)CC(=O)c1cc(Cl)ccc1O2	-0.5	16	0	1	2	3	-1.5	5	104	5
N#C/C(=C/c1ccc(F)cc1)c1nnc(NC(=O)c2ccccc2)s1	0.2	0	0	-12	-2	-7	-1.2	-12	100	-2
N/C(=N\OC(=O)c1ccc(Cl)cc1)c1[nH]ncc1Br	0.1	8	-6	2	-15	-4	2.1	-11	104	5
Cc1cnc(NS(=O)(=O)c2ccc(N)cc2)nc1-c1ccccc1O	0.1	-2	2	6	0	6	2.4	-1	100	-2
CC(OC(=O)c1ccc(-n2cnnn2)cc1)C(=O)NCc1ccccc1 (configuration not stated)	-0.2	0	0	6	0	-1	-2.3	6	98	0
O=C(COc1cccc(NC(=O)c2cccc([N+](=O)[O-])c2)c1)c1ccc(F)cc1	1.5	-8	-1	11	-2	5	0.2	2	95	-1
CCOC(=O)N1CCN(C(=O)c2ccc(OC(C)=O)cc2)CC1	0.8	2	0	-12	0	2	-0.3	-6	94	-7
Cc1ccc(CNS(=O)(=O)c2ccc([N+](=O)[O-])cc2)cc1	-0.1	3	-15	-8	-1	-5	1.2	-8	98	9
Cc1ccc(/C=N/NC(=O)Cc2ccc(Cl)cc2)s1	0.2	.	18	-8	.	-2	0.4	-5	103	-7
Cc1ccc(CS(=O)(=O)c2nsc(C)c2C#N)cc1	-0.1	2	1	-7	1	-2	-2.1	2	100	5
COc1cccc(CNC(=O)CCC2CCCN(C(=O)c3csc(C(C)C)n3)C2)c1 (configuration not stated)	-0.4	11	-3	0	1	-10	-5.4	2	98	-5
CCOC(=O)C1CCCN(C(=O)c2cn(-c3ccccc3)nc2-c2cccnc2)C1 (configuration not stated)	0.3	-8	2	-3	1	20	0.8	-2	104	14
O=C(O)C1CC=CCC1C(=O)Nc1cccnc1 (configuration not stated)	0.1	2	9	1	0	11	4.3	2	93	1
CN(CCCn1ccc(NC(=O)OCc2ccccc2)nc1=O)Cc1ccco1	0.1	-3	1	3	1	1	-0.8	-7	99	8
COc1ccc(-c2cc(C(F)(F)F)n3nc(C(=O)Nc4cc(C)on4)cc3n2)cc1OC	0.3	-4	2	-8	4	6	0.8	-11	93	14
Cn1c(C(=O)NCc2cccnc2)cc2sccc21	0.0	-15	-1	2	0	-5	-2.5	-1	97	2
Cc1ccc(S(=O)(=O)N(C)CC(=O)OCC(=O)NCCc2ccc(S(N)(=O)=O)cc2)cc1	-0.1	2	2	-3	1	2	-0.4	8	96	8
CCOc1ccc2nc(N3CCCCCC3)sc2c1	0.2	-1	-2	-5	-15	3	-0.4	-10	99	-1

Compound profiles (already shown).
Results for COc1cccc(CNC(=O)CCC2CCCN(C(=O)c3csc(C(C)C)n3)C2)c1 (configuration not stated) : aDG glyco up: -0.4; Vif inh: 11; Granule exo inh: -3; TLR9-MyD88 block: 0; N-glyco inh: 1; ABHD5 PLIN5 PPI: -10; MC4R barr agon: -5.4; NOD2-RIPK2 inh: 2; ABCB6 inh 2: 98; MC4R antag cAMP: -5
Results for CN(CCCn1ccc(NC(=O)OCc2ccccc2)nc1=O)Cc1ccco1 : aDG glyco up: 0.1; Vif inh: -3; Granule exo inh: 1; TLR9-MyD88 block: 3; N-glyco inh: 1; ABHD5 PLIN5 PPI: 1; MC4R barr agon: -0.8; NOD2-RIPK2 inh: -7; ABCB6 inh 2: 99; MC4R antag cAMP: 8

An excerpt. The share of hits here may be higher or lower than overall.
